Bioassay records (PubChem)
FBW7 activator: activators of human E3 ligase FBW7; AlphaScreen FBW7–phospho-cyclin E peptide binding, activator screen; 0.13% of 650,000 active; normalized activity (activation), % at 26.1 µM; AID 1259310; Q969H0; in the data active = normalized activity above about 1.9%;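 also: purified mutant Fbw7 with reduced substrate affinity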
MITF inh: blocks human microphthalmia-associated transcription factor; AlphaScreen MITF homodimerization, bead proximity signal; inhibition, % at 2.6 µM; 0.91% of 650,000 active; AID 1259374; in the data active = inhibition above about 50%;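 also: 0% = vehicle wells with protein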
Target sequence (O75030 whole entry, looked up): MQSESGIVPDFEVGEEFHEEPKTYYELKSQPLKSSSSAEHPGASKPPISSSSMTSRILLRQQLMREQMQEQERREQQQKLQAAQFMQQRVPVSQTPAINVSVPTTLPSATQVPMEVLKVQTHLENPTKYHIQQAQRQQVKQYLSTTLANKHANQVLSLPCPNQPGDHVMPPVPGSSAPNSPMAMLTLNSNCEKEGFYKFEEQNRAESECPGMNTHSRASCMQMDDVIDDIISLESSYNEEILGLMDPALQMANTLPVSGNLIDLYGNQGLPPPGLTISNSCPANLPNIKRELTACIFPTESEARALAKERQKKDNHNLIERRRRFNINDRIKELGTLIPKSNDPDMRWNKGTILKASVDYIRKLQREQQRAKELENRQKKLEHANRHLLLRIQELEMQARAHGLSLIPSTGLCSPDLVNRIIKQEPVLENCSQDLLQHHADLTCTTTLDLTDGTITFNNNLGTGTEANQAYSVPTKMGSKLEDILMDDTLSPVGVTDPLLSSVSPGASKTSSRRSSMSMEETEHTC
TEAD-YAP block: TEAD-YAP interaction inhibition; inhibition, % at 9.12 µM; HEK-TIYL cells, TEAD-Gal4/YAP UAS-luciferase luminescence; AID 1259422; 1.4% of 640,000 active; in the data active = inhibition above about 32%;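 also: 0% = median of test compound wells and 100% = reference inhibitor wells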
GPR151 ag: human GPR151 activation; Q8TDV0; PathHunter beta-arrestin GPR151 cells, luminescence; activation, % at 11.2 µM; 1% of 650,000 active; AID 1508602; in the data active = activation above about 4.9%;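 also: 0% = median of compound wells and 100% = cells with positive control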
Target sequence (Q8TDV0 whole entry, looked up): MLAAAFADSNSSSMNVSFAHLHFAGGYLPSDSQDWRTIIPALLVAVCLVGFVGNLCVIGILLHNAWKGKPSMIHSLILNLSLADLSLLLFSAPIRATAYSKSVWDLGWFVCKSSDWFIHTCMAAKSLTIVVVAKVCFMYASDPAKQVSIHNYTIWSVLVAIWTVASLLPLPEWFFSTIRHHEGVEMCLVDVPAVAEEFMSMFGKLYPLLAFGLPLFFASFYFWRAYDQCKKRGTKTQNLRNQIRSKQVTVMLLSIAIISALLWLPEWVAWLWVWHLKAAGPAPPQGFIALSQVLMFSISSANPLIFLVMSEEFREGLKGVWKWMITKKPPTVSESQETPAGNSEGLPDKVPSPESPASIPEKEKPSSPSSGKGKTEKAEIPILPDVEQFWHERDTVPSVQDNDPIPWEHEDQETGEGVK
* = called active by the depositor; · = no result given.

SMILES	FBW7 activator	MITF inh	TEAD-YAP block	GPR151 ag
COc1ccc(C)cc1N(CC(=O)N1CCCCC1)S(C)(=O)=O	-0.1	-1	1	-0.3
CNC(=O)C(=O)NCC1OCCN1S(=O)(=O)c1ccc([N+](=O)[O-])cc1 (centres undefined)	-0.3	-3	-7	-0.4
O=C(Nc1cc(F)cc(F)c1)c1ccc(N2CCCCCC2)c([N+](=O)[O-])c1	-0.3	-1	-19	2.6
O=C(NC1CC1)c1ccc(-c2cccc(C(=O)NCCO)n2)cc1	0.1	9	0	1.3
CCNC(=O)N1CCC(Oc2ccc(-c3ccc(N(C)C)nc3)cc2)CC1	0.3	15	26	2.7
Cc1cc(NC(=O)C(=O)NCc2ccncc2)ccc1Br	-0.1	-3	-13	-0.9
Cc1nc2ccccn2c1CN1CCN(C(=S)Nc2ccccc2)CC1	0.0	-6	8	-0.2
CC(C)[C@H]1NC(=O)[C@@H]2C[C@H](NCc3cccc4ncccc34)CN2C1=O	0.0	10	-10	0.8
O=C(COc1ccc(Cl)cc1[N+](=O)[O-])N/N=C/c1ccc(-c2cccc(C(=O)O)c2)o1	0.1	30	-12	-1.1
COCC1CCN(C(=O)CCc2nnc(CCC3CCCCC3)o2)C1 (centres undefined)	0.0	-3	-61	-0.9
CCOC(=O)c1c(NC(=O)c2ccccc2Br)sc2c1CCC2	0.0	-4	-2	0.0
COc1cc([N+](=O)[O-])ccc1N=Cc1c(O)n(-c2ccccc2)c(=O)[nH]c1=O	0.0	-4	1	-0.2
Cc1ccccc1-n1nc2c(c1NC(=O)c1ccccc1)CSC2	0.1	2	8	2.1
COc1ccc(N(Cc2nnc3n2CCCCC3)C(=O)Nc2cccc(C)c2)c(OC)c1	1.1	14	0	2.9
CCOc1ccc2nc(NS(=O)(=O)c3ccc4c5c(cccc35)C(=O)N4)sc2c1	0.3	15	12	1.1
C[C@@H]1C[C@H]2[C@@H]3CCC4=CC(=O)C=CC4(C)[C@@]3(F)[C@@H](O)CC2(C)[C@@]1(O)C(=O)CO (some centres undefined)	0.0	-4	·	0.5
CC(Oc1ccc(Cl)cc1Cl)C(=O)NC1CCCC1 (centres undefined)	-0.1	0	-18	0.7
Cc1ccc(C2c3c(-c4ccc(F)cc4)n[nH]c3C(=O)N2c2ccccc2)cc1 (centres undefined)	-0.1	-28	0	0.3
COc1ccccc1-n1c(SCC(=O)NC2CCCCC2)nnc1-c1ccncc1	0.0	8	-3	1.9
CCc1cc2c(ncn3nnnc23)s1	-0.4	-4	-6	-1.5
CC(C)N(CCNC(=O)C1CCN(c2ccc(Nc3ccc(-n4ccnc4)cc3)nn2)CC1)C(C)C	-0.2	-24	-9	1.6
CC(c1ccccc1)c1cc(C(=O)N2CCOc3ccccc32)on1 (centres undefined)	-0.1	-5	-7	-0.8
Cc1cccc(OCC(O)CN2CCCCCC2)c1C (centres undefined)	-0.1	1	4	9.8*
COc1ccc(O)c(-c2[nH]ncc2C(=O)c2cccc(C)c2)c1	-0.2	-2	-11	4.9
CN(C)S(=O)(=O)c1ccc(C(=O)Nc2ccc(C(=O)c3cccs3)cc2)cc1	0.1	16	8	0.6
SMILES	FBW7 activator	MITF inh	TEAD-YAP block	GPR151 ag
COC(=O)c1cc(NC(=O)COc2ccccc2Cl)cc(C(=O)OC)c1	0.5	10	5	-1.4
Cc1cc(=O)n2nc(N(C)CC(=O)NCCc3cccs3)sc2n1	0.9	7	2	1.7
NC(C(=O)O)c1ccc(C(=O)O)c(O)c1 (centres undefined)	0.0	19	·	-0.4
COCCn1c(=O)n(CC(=O)NCc2cccc(OC)c2)c2cccnc21	-0.1	16	10	0.2
CCN(CC)C(c1cccc(OC)c1OC)c1c(O)[nH]c(=S)[nH]c1=O (centres undefined)	-0.2	-1	-3	1.2
OC1(C#Cc2ccccc2)CCN(Cc2ccccc2)CC1	-0.1	3	3	1.6
N#C/C(=C/c1ccc(OCC(=O)N2CCOCC2)cc1)c1ccc(F)cc1	-0.1	9	-23	0.1
COc1ccccc1C(=O)Nc1ccnn1C1CCN(Cc2csc(C(C)=O)c2)CC1	-0.1	-6	2	-0.1
O=C(NCc1ccccc1)C(c1cccnc1)N(C(=O)c1csnn1)C1CCCCC1 (centres undefined)	0.2	-1	6	0.5
COc1cccc(NS(=O)(=O)c2c(C)n(C)c(=O)n(C)c2=O)c1	0.1	14	3	1.5
CCc1ccc(C2=Nn3c(C)nnc3SC2)cc1	0.1	-5	-7	0.2
COc1ccc(CC(=O)Nc2c3c(nn2-c2cccc(Cl)c2)CS(=O)(=O)C3)cc1	0.8	9	-15	1.6
COC(=O)c1ccc(N2C(=O)CSC2c2cccc(C(F)(F)F)c2)cc1 (centres undefined)	0.0	-6	-6	-0.2
COc1ccc(/C=N/NC(=O)c2ccc3ccccc3n2)c(OC)c1OC	0.0	3	7	-0.7
COc1ccc(C2SCCN2S(C)(=O)=O)cc1OC (centres undefined)	-0.6	4	7	1.2
O=C(Nc1ccccc1F)c1ccc(CSc2ncccn2)cc1	0.1	1	-35	1.3
CCOC(=O)C1(Cc2ccccc2C)CCCN(C2CCOCC2)C1 (centres undefined)	0.1	8	-3	-2.5
Cc1cccc(NCC(=O)N/N=C/c2ccc(F)cc2)c1	0.0	-1	2	1.5
CC1CCc2cc(F)ccc2N1S(=O)(=O)c1ccc2c(c1)CCN2C(=O)C1CC1 (centres undefined)	0.2	-4	-5	3.3
O=C(COc1ccc(-c2ccccc2)cc1)Nc1nccs1	0.6	-1	8	-1.2
COc1cc2nc(Nc3ccccc3)nc(Nc3cc(OC)c(OC)c(OC)c3)c2cc1OC	-0.1	8	14	0.7
Cc1cc(C)c(Cc2c(C)cc(C)c(C#[N+][O-])c2C)c(C)c1C#[N+][O-]	0.1	-7	0	-0.5
CCOCCCNC(=O)C1CCCN(S(=O)(=O)N2CCC3(CC2)OCCO3)C1 (centres undefined)	0.0	10	-3	-0.9
Cc1ccc(-n2nc3c(c2NC(=O)CCC2CCCC2)CS(=O)(=O)C3)c(C)c1	0.6	13	-6	2.8
Cn1ccc(C(=O)Nc2cccc3c2C(=O)c2ccccc2C3=O)n1	0.1	7	-13	0.0

The list goes on, starting with the last four of the part before.
SMILES	FBW7 activator	MITF inh	TEAD-YAP block	GPR151 ag
Cc1cc(C)c(Cc2c(C)cc(C)c(C#[N+][O-])c2C)c(C)c1C#[N+][O-]	0.1	-7	0	-0.5
CCOCCCNC(=O)C1CCCN(S(=O)(=O)N2CCC3(CC2)OCCO3)C1 (centres undefined)	0.0	10	-3	-0.9
Cc1ccc(-n2nc3c(c2NC(=O)CCC2CCCC2)CS(=O)(=O)C3)c(C)c1	0.6	13	-6	2.8
Cn1ccc(C(=O)Nc2cccc3c2C(=O)c2ccccc2C3=O)n1	0.1	7	-13	0.0
COc1ccc(-c2coc3cc(OCCN4CCOCC4)ccc3c2=O)cc1OC	-0.1	3	33*	-0.7
COc1ccccc1N(Cc1ccccc1O)C(=O)COc1ccccc1	0.9	21	7	-0.9
Cn1c(=O)cc(OCCCC(=O)Nc2ccc(F)c(Cl)c2)c2ccccc21	0.1	-10	-13	1.6
O=C(N/N=C1\CCc2ccccc21)c1ccncc1	-0.2	-13	0	0.9
CC(C)OCCCNC(=O)CCc1nnc(-c2ccccc2)o1	0.1	4	-8	0.5
Cc1cc(Cl)ccc1NC(=O)CCS(=O)(=O)c1cc2c(cc1Cl)NC(=O)CO2	0.1	8	-5	-0.4
c1ccc2c(Nc3nc4ncnc(Nc5ccc(N6CCOCC6)cc5)c4[nH]3)nccc2c1	-0.2	45	40*	0.3
CCOC(=O)c1c(NC(=O)c2ccc([N+](=O)[O-])cc2)sc(C)c1C	-0.1	-5	-8	0.7
O=C(CSc1n[nH]c(-c2ccc(Cl)cc2)n1)NCc1ccccc1	0.0	-3	6	-1.1
CCCc1ccc(S(=O)(=O)NNC(=O)Nc2ccccc2C(F)(F)F)cc1	-0.1	4	-1	-0.1
Cn1c(=O)[nH]c(=O)c2c1nc1n2CC(c2ccccc2)=NN1	-0.1	-10	-4	0.1
Cc1cc(C(=O)COC(=O)c2cc3ccccc3cc2O)c(C)n1CC1CCCO1 (centres undefined)	-0.1	1	-6	0.4
COC(=O)c1nnn(CC(=O)Nc2ccc(OC)c(OC)c2)c1C(=O)OC	0.0	11	16	-0.7
COc1ccc(OCc2nnc(SCC(N)=O)n2-c2cc(C)ccc2C)cc1	-0.4	-20	-5	-1.0
CCc1ccc(N2C(=O)CC(SCC(=O)Nc3ccc(OC)c(Cl)c3)C2=O)cc1 (centres undefined)	-0.1	8	-7	1.2
CCOC(=O)C1CCN(Cc2c(C)cc(C)cc2O)CC1	-0.3	-3	-2	-0.5
O=C(Nc1ccc(Cc2ccc(NC(=O)c3cccs3)c(C(=O)O)c2)cc1C(=O)O)c1cccs1	0.4	11	-1	-0.5
CC1=C(C(=O)OC(C)C)C(c2ccc(Cl)c(Cl)c2)NC(=O)N1C (centres undefined)	0.0	1	-3	0.7
CCCCCNC(=O)c1ccc(N2CCc3ccccc32)c([N+](=O)[O-])c1	0.2	25	-7	-0.6
Cc1nc(N)c2c3c(sc2n1)CCCC3	0.0	-12	-8	1.6
O=C(N/N=C\c1c(O)ccc2ccccc12)c1cncc(Br)c1	-0.6	-1	9	-0.6
Cc1ccc(C)c(Nc2nc3ccc(C)cc3n3nnnc23)c1	0.0	0	3	3.0
COc1ccc2c(c1)NC1(CCN(C(=O)c3ccc(=O)[nH]n3)CC1)c1cccn1-2	0.0	-3	-1	1.3
O=C(NCC1CCN(c2ccc(S(=O)(=O)N3CCOCC3)cc2)CC1)c1cccnc1	-0.1	-15	12	2.2
CCOC(=O)c1sc(Cc2nc(O)cs2)nc1C	-0.1	-3	-3	-0.2

One compound at a time, from the list above.
Entry for CC1=C(C(=O)OC(C)C)C(c2ccc(Cl)c(Cl)c2)NC(=O)N1C (centres undefined) → FBW7 activator: 0.0; MITF inh: 1; TEAD-YAP block: -3; GPR151 ag: 0.7
Entry for CCOc1ccc2nc(NS(=O)(=O)c3ccc4c5c(cccc35)C(=O)N4)sc2c1 → FBW7 activator: 0.3; MITF inh: 15; TEAD-YAP block: 12; GPR151 ag: 1.1
Entry for Cc1cc(C(=O)COC(=O)c2cc3ccccc3cc2O)c(C)n1CC1CCCO1 (centres undefined) → FBW7 activator: -0.1; MITF inh: 1; TEAD-YAP block: -6; GPR151 ag: 0.4

Continuation.
SMILES	FBW7 activator	MITF inh	TEAD-YAP block	GPR151 ag
CCCCNc1ncnc2sc3c(c12)CCCCC3	0.1	-8	-1	-0.7
Cc1nc2ccccc2nc1C[n+]1ccccc1	-0.2	15	2	-0.4
CCOC(=O)C1=C(c2ccccc2)N=c2s/c(=C\c3ccc4c(c3)OCO4)c(=O)n2C1c1ccc(OC)c(OC)c1 (centres undefined)	0.0	-5	6	-1.2
CCN(CC)S(=O)(=O)c1cc(C(=O)OCC(=O)c2ccccc2)ccc1F	0.1	-9	-24	1.5
CC(=O)N(c1ccc(Oc2ccccc2)cc1)C1C=CS(=O)(=O)C1 (centres undefined)	0.3	-4	6	0.5
CCCC(=O)Nc1ccc(S(=O)(=O)Nc2ccc(OC)cc2)cc1	0.1	-12	18	2.9
O=C(CNCC(=O)Nc1ccc(F)c(F)c1F)Nc1ccc(F)c(F)c1F	0.2	-5	0	1.2
N#Cc1ccc(NC(=O)CSc2nc3ccccc3o2)cc1	0.1	9	1	0.6
CCOC(=O)C1=C(C)N=c2s/c(=C\c3ccc(F)cc3)c(=O)n2C1c1ccc2c(c1)OCO2 (centres undefined)	0.1	-1	-2	2.1
CCOCCn1c(CC)nc2ccccc21	1.1	12	0	0.2
Cc1cc(C)n(CCNC2CCN(c3ccc(C(=O)N4CCOCC4)cc3)CC2)n1	0.3	13	-10	1.6
O=C(CN1CCCN(Cc2ccc(F)cc2Cl)C1=O)NC1CCCC1	0.1	7	0	-0.6
O=C1/C(=C/c2ccc(Cl)cc2)C=C(c2ccccc2)N1c1ccc(Nc2ccccc2)cc1	0.1	18	1	0.5
CNc1nc(NC(C)(C)C)nc(Oc2ccc(C=O)cc2)n1	0.0	10	2	0.8
CCOc1nc(-c2ccccc2)c2cc(Br)ccc2n1	0.2	15	7	0.5
CC(C)CC(=O)CN1C(=O)C2(OCCO2)c2ccccc21	0.4	12	7	0.2
CCCCNC(=O)C1C(=O)N=C(C)C([N+](=O)[O-])=C1C (centres undefined)	0.4	19	-2	-0.3
COCc1cc(CN2CCN3C(=O)[C@H](CCCCN)NC(=O)[C@H]3C2)ccc1OC	0.0	0	9	0.1
O=C1C2C3C=CC(C3)C2C(=O)N1/N=C/c1ccc(O)c(O)c1 (centres undefined)	-0.2	17	-2	0.5
CCN(c1ncnc2c1cnn2C)C1CCCCC1	0.0	1	-10	1.7
Cc1cccc(NC(=O)c2ccc(NCc3ccccc3Cl)c([N+](=O)[O-])c2)c1	0.1	7	-4	-1.9
O=C(Cc1cccc2ccccc12)NCCOc1ccccc1F	0.3	1	1	1.3
Nc1cc(=O)n2c(n1)[nH]c1ccccc12	-0.1	1	7	0.7
Cc1ccc2c(c1)-c1onc(C(=O)Nc3ccc(Cl)cn3)c1CO2	0.6	12	1	-0.9
COc1ccc(OC)c(C2C(C(C)=O)=C(O)C(=O)N2CCCN2CCOCC2)c1 (centres undefined)	-0.1	4	0	1.7
CCC(C)(C)NC(=O)CN(C)S(=O)(=O)c1ccc2c(c1)CC(C)N2C(C)=O (centres undefined)	0.2	11	-1	0.2
Cc1nc(-c2cccs2)sc1C(=O)NNC(=O)Nc1ccc(Cl)cc1	0.1	0	-2	0.9
CCc1ccccc1NC(=O)c1ccc(F)c(S(=O)(=O)N(CC)CC)c1	0.2	6	-14	-2.1
